Rat MKP-3 inhibitors = MKP-3 phosphatase inhibitors, primary screen, biochemical, rat enzyme, in vitro (AID 425). one-dose inhibition, % at 20 µM; IC50 in µM for titrated hits. recombinant MKP-3 phosphatase activity, fluorescence; higher % means a stronger effect. 0.17% of 110,000 active; in the data active means inhibition above about 50%;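 further: plate controls were vehicle for no effect and reference inhibitor for full effect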
Hsp70 displacement = small molecules displacing fluorescent ligand from Hsp70 – biochemical, fluorescence polarization, primary screen (AID 583) | 0.06% of 140,000 active | Hsp70 fluorescence polarization probe displacement, mP; higher % means a stronger effect | displacement, % at 20 µM, or IC50 in µM where a hit was titrated; in the data active means displacement above about 50%;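 further: plate controls were vehicle for no effect and reference ligand for full effect; a part of the inactive calls stands beside numbers as strong as those of hits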
Starred values were filed as active, the others as inactive; nt = no result given; & = joins results of further samples. These rows are one share of the data; count on the stated rates, not on these rows.

Start of the data: the first 4 entries as a preview:
Fields: Rat MKP-3 inhibitors, Hsp70 displacement
CCC12CN3CC(CC)(CN(C1)C3c1ccc([N+](=O)[O-])cc1)C2=O (configuration not stated)
→ -2%, 2.9%
O=C(Nc1ccc(Br)cc1)c1ccc(N2C(=O)C3CC=C(Cl)CC3C2=O)cc1 (configuration not stated)
→ nt, -3.5%
Cc1ccccc1-c1cc(C(=O)NCCc2ccccc2)c2ccccc2n1
→ 5%, -7.1%
O=C(c1cc2nc(C3CC3)cc(C(F)F)n2n1)N1CCOCC1
→ -2%, -8.6%

The listing, from the first entry:
Fields: Rat MKP-3 inhibitors, Hsp70 displacement
CCC12CN3CC(CC)(CN(C1)C3c1ccc([N+](=O)[O-])cc1)C2=O (configuration not stated)
→ -2%, 2.9%
O=C(Nc1ccc(Br)cc1)c1ccc(N2C(=O)C3CC=C(Cl)CC3C2=O)cc1 (configuration not stated)
→ nt, -3.5%
Cc1ccccc1-c1cc(C(=O)NCCc2ccccc2)c2ccccc2n1
→ 5%, -7.1%
O=C(c1cc2nc(C3CC3)cc(C(F)F)n2n1)N1CCOCC1
→ -2%, -8.6%
CC(Sc1nc2ccc(Br)cc2[nH]1)C(=O)O (configuration not stated)
→ nt, -1.0%
CCOC(=O)COc1ccc(S(=O)(=O)c2ccc(OCC(=O)OCC)cc2)cc1
→ nt, -4.8%
CCN(CC)C(=O)CSc1nnc(-c2cccnc2)n1CCc1ccccc1
→ -1%, -2.3%
CCCOC(=O)c1ccc(Oc2cn[nH]c2-c2ccc(OCC)cc2O)cc1
→ -12%, 5.2%
N#Cc1c(NC(=O)CCCN2C(=O)c3ccccc3C2=O)sc2c1CCCC2
→ -4%, 2.9%
O=C(OCc1c(Cl)cccc1Cl)c1cnccn1
→ 0%, 6.9%
COC(=O)CNC(=O)c1c(C)cc(=O)oc1C
→ 48%, 3.5%
COC(=O)CC1SC(=O)NC1=Nc1ccc(OC)cc1 (configuration not stated)
→ nt, 2.9%
Cc1ccccc1NC(=O)NCCCN1CCN(C2CCCCC2)CC1
→ -10%, 14%
CCn1c(SCC(=O)Nc2sc(C)c(C)c2C#N)nnc1C(C)C
→ -2%, 1.6%
CCOC(=O)CCc1nn(C)c(=O)c2ccccc12
→ -8%, 7.0%
COc1ccccc1CNC(=O)c1oc2ccc(S(=O)(=O)N3CCCC3)cc2c1C
→ 10%, -0.9%
COc1ccc(-c2nc(-c3ccc(Br)cc3)no2)c(OC)c1
→ -2%, -4.2%
COc1ccc(C2=N/C(=C/c3ccccc3OC)C(=O)N2c2ccccc2)cc1
→ 3%, -2.3%
CCc1c(C)nc2ncnn2c1N1CCC(C(=O)Nc2ccccc2)CC1
→ -4%, 0.1%
Nc1ccc(C(=O)Nc2cccc(-c3nc4ccccc4o3)c2)cc1
→ 0%, 3.5%
CN(C)CCCN1C(=O)C(=O)/C(=C(/O)c2ccc(OCc3ccccc3)cc2)C1c1cccnc1 (configuration not stated)
→ -8%, -1.1%
O=C(NCCOc1ccc(Cl)cc1Cl)c1cc2ccccc2o1
→ 3%, -6.8%
Cc1nc(NC(=O)CSc2ccccc2N)sc1C
→ -5%, 8.9%
Cc1cc(C)c(C#N)c(SCC(=O)OC2CCCCC2)n1
→ -6%, 4.0%
COc1ccccc1NS(=O)(=O)c1cc(C)ccc1C
→ nt, 1.2%
COc1cccc(NC(=O)C2CCCN(S(=O)(=O)c3cccc4nsnc34)C2)c1 (configuration not stated)
→ -6%, -0.2%
CCOc1ccccc1NC(=O)CCN1CCN(S(=O)(=O)c2ccc(Br)cc2)CC1
→ -14%, 8.5%
COc1cc(C2C(C(=O)c3cccs3)=C(O)C(=O)N2Cc2ccco2)cc(OC)c1OC (configuration not stated)
→ -11%, -4.1%
CCOC(=O)/C(C(C)=O)=C1/OC(=O)c2ccccc21
→ nt, 4.7%
CCCCCn1c(N2CCC(C(N)=O)CC2)nc2c1c(=O)[nH]c(=O)n2C
→ -3%, 1.8%
CCCCn1c(SCC2CCCCO2)nc2cc(S(N)(=O)=O)ccc21 (configuration not stated)
→ -14%, 1.7%
COc1ccc(C2=CC(c3c(C)nn(-c4ccccc4)c3Cl)n3nnnc3N2)cc1OC (configuration not stated)
→ 3%, 2.1%
O=C(c1ccco1)N1CCN(S(=O)(=O)c2ccc(S(=O)(=O)NC3CC3)cc2)CC1
→ 4%, -5.5%
CCOC(=O)C1=C(CSc2nc(CC)c(C)cc2C#N)OC(N)=C(C#N)C1c1ccccc1 (configuration not stated)
→ nt, 7.7%
COc1c(Cl)cc(C(=O)Nc2ccc(-c3nc4cc(C)ccc4o3)cc2)cc1Cl
→ 3%, -2.5%
Cc1cc(C)c(NC(=O)CSc2nnc(-c3ccco3)n2N)c(C)c1
→ -3%, -6.7%
CCOn1c(=O)c(C)[n+]([O-])c2ccccc21
→ -3%, 3.2%&1.7%
COC(=O)C1=C(C)N(Cc2ccccc2)C(=O)/C1=C\c1cccc([N+](=O)[O-])c1
→ 5%, -2.2%
CCOC(=O)c1ccc(NS(=O)(=O)c2cccs2)cc1
→ 0%, -0.7%
CCOC(=O)N1CCN(C(=O)c2nn(-c3cc(OC)cc(OC)c3)c(=O)c3ccccc23)CC1
→ 7%, 0.5%
COc1cccc(-n2c(SCC(N)=O)nnc2-c2c[nH]c3ccccc23)c1
→ 0%, -3.3%
CCOC(=O)C(C)c1ccc2cc(OC)ccc2c1 (configuration not stated)
→ nt, 0.3%
O=C(C(Sc1ccccc1)c1ccccc1)N1CCCC1 (configuration not stated)
→ 0%, -0.4%
COc1ccc2[nH]c3nc(SCc4nnc(-c5ccccc5)o4)nnc3c2c1
→ -6%, -3.9%
CC(=O)c1cnc2c(-c3ccccc3)c(C)nn2c1C
→ 0%, 0.9%&-8.6%
CCOC(=O)c1c(NC(=O)c2ccccc2F)sc2c1CCC(C)C2 (configuration not stated)
→ 2%, -5.9%
CCOCCOC(=O)C1=C(C)NC2=C(C(=O)CC(C)(C)C2)C1c1cc([N+](=O)[O-])ccc1Cl (configuration not stated)
→ 4%, 3.2%
CC(=C1C(=O)c2ccccc2C1=O)N1CCc2ccccc2C1
→ 7%, 2.5%
CN(Cc1ccccc1)S(=O)(=O)c1ccc2[nH]c(=O)oc2c1
→ -3%, -4.8%
COc1ccc([N+](=O)[O-])cc1N(CC(O)CN1CCCCC1)S(=O)(=O)c1ccc(C)cc1 (configuration not stated)
→ 4%, 0.6%
O=C(c1cccs1)c1coc2ccc(O)c(CN3CCOCC3)c12
→ 0%, -0.5%
N#Cc1ccccc1NC(=O)Nc1ccc(Cl)cc1
→ nt, 0.4%
C=CCOC(=O)C(C#N)c1nc2ccccc2nc1N1CCN(c2ccccc2OCC)CC1 (configuration not stated)
→ -10%, -4.7%
Cc1cc(NCc2ccccn2)nc2ccccc12
→ nt, 0.8%
COc1ccc(C2C3=C(Nc4ncnn42)c2ccccc2CCC3)cc1 (configuration not stated)
→ -7%, nt
CC1=C(C#N)c2nc(N)c(C#N)c(C)c2/C1=C/c1cc(Cl)cc(Cl)c1Cl
→ 4%, -0.4%
CCN1CCCC1CN(Cc1cc2cc(OC)ccc2[nH]c1=O)C(=O)NCc1ccccc1 (configuration not stated)
→ -8%, 3.3%
COc1ccc(C2CC(=O)N3C(=C2C#N)SCC3(O)c2ccccc2)cc1 (configuration not stated)
→ 8%, -2.8%
O=C1c2ccccc2-c2c(-c3ccccc3)sc(=O)n21
→ 6%, 0.2%
CC(=O)c1ccc(N2CCN(C(=O)c3cccs3)CC2)c(F)c1
→ 1%, 0.6%

Other compounds follow:
Fields: Rat MKP-3 inhibitors, Hsp70 displacement
Cc1ccnc(NC(=O)c2cc3ccccc3o2)c1
→ 4%, 3.5%
Cc1nn(C(C)(C)C)c(OC(=O)c2cccs2)c1Sc1ccccc1
→ nt, 0.3%
O=C(CN1C2=NCCN2c2ccccc21)c1ccco1
→ -3%, 4.2%
CCN(CC)c1ccc(NC(=O)Nc2ccc(C(C)=O)cc2)cc1
→ -13%, 3.7%
CCOC(=O)c1sc(NS(=O)(=O)c2ccccc2Cl)nc1C
→ nt, 2.2%
CCN(CC)S(=O)(=O)c1cccc(-c2nnc(SCC(=O)NC3CCCCCCC3)n2N)c1
→ nt, 4.6%
CCCC(C)c1nnc(NC(=O)C2CCCO2)s1 (configuration not stated)
→ 5%, 0.4%
Cc1ccc(S(=O)(=O)c2c(N)n(C)c3nc4ccccc4nc23)cc1
→ -1%, 2.2%
CCOc1nc(Nc2ccc(Cl)cc2)nc(N2CCCCC2)n1
→ 1%, 2.1%
CCC(=O)Nc1cc(-c2nn(C)c(=O)c3ccccc23)ccc1N1CCCCC1
→ -9%, -3.6%
Cc1ccn2cc(-c3ccc(S(=O)(=O)N4CCOCC4)cc3)nc2c1
→ 3%, -3.3%
O=C(O)Cn1c(O)c(C2=c3ccccc3=NC2=O)sc1=S
→ 2%, -2.2%
COc1cc(-c2nc(-c3ccccc3)c(-c3cccs3)[nH]2)cc(OC)c1O
→ nt, 5.5%
CN1CCN(C(c2cccc(C(F)(F)F)c2)c2nnnn2Cc2ccccc2)CC1 (configuration not stated)
→ -13%, 4.3%
CC(C)CC(=O)NCc1ccc(F)cc1
→ nt, -3.3%

Sorted by number of heavy atoms (high to low): 6 of the compounds above.
Fields: Rat MKP-3 inhibitors, Hsp70 displacement
CCN(CC)S(=O)(=O)c1cccc(-c2nnc(SCC(=O)NC3CCCCCCC3)n2N)c1
→ nt, 4.6%
COc1cc(-c2nc(-c3ccccc3)c(-c3cccs3)[nH]2)cc(OC)c1O
→ nt, 5.5%
Cc1ccn2cc(-c3ccc(S(=O)(=O)N4CCOCC4)cc3)nc2c1
→ 3%, -3.3%
CCOc1nc(Nc2ccc(Cl)cc2)nc(N2CCCCC2)n1
→ 1%, 2.1%
Cc1ccnc(NC(=O)c2cc3ccccc3o2)c1
→ 4%, 3.5%
CCCC(C)c1nnc(NC(=O)C2CCCO2)s1 (configuration not stated)
→ 5%, 0.4%

Next section:
Fields: Rat MKP-3 inhibitors, Hsp70 displacement
CCN(CC)CCNc1nc2c(c(=O)[nH]c(=O)n2C)n1CCOc1ccccc1
→ 0%, -1.9%
Cc1cc(-c2[nH]nc3c2C(c2cccc(O)c2)C(C#N)=C(N)O3)c(C)s1 (configuration not stated)
→ nt, -3.2%
CCCN(CCC)CCNS(=O)(=O)c1ccc2c(c1)CCN2C(=O)C1CCC1
→ nt, 8.5%
CC(C)[C@H](NC(=O)Nc1ccccc1F)C(=O)O
→ nt, -2.6%
CC(Sc1ccccc1)C(=O)Nc1ccc(S(=O)(=O)N2CCOCC2)cc1 (configuration not stated)
→ -5%, -2.7%
CCOc1ccc(/C=C2\SC(=NCc3ccccc3)N(Cc3ccccc3)C2=O)cc1
→ 2%, -3.6%
COc1ccc2c(c1)CC/C(=C\C=C\c1ccccc1OC)C2=O
→ nt, -1.6%
O=C(CC1S\C(=N/N=C/C=C/c2ccccc2)NC1=O)Nc1ccc(C(=O)O)cc1 (configuration not stated)
→ 0%, 1.1%
CC1CCc2nc(NC(=O)C3CCCO3)sc2C1 (configuration not stated)
→ -10%, 3.1%
O=C1OC(c2ccccc2Br)=N/C1=C\c1cccnc1
→ -5%, 2.4%
O=C(c1c[nH]c2ccc(S(=O)(=O)N3CCOCC3)cc2c1=O)N1CCN(c2ccccn2)CC1
→ -2%, -2.0%
CCCCCn1c(CN2CCN(Cc3ccccc3)CC2)nc2c1c(=O)n(C)c(=O)n2C
→ -12%, 5.5%
COc1ccccc1-n1c(SCC(=O)Nc2ccccc2F)nc2[nH]ncc2c1=O
→ 7%, 0.4%
CN1C(C)(C)CC(NC(=O)CCC(=O)NC2CC(C)(C)N(C)C(C)(C)C2)CC1(C)C
→ -12%&0%, 1.4%&-2.1%
Cc1onc(-c2ccccc2Cl)c1C(=O)Nc1cccc(-c2cn3cccnc3n2)c1
→ -10%, 2.2%
O=C(Nc1ccc(I)cc1)/C(=C\c1cccc([N+](=O)[O-])c1)NC(=O)c1cccs1
→ 5%, -3.6%
Cc1cccc(NC(=O)c2ccc(S(=O)(=O)N(C)C)cc2)c1
→ -2%, 3.3%
O=C(OCc1ccccc1)Sc1nc2ccccc2[nH]1
→ 1%, -3.4%
COc1ccc(N(C(=O)c2ccccc2OC(C)=O)C(C)C2CC2)cc1 (configuration not stated)
→ nt, 1.0%
COC(=O)c1ccc(NC(=O)CCS(=O)(=O)c2ccc(Br)s2)cc1
→ nt, 1.1%
COc1ccc(-n2ccc(=O)c3c2CCCC3=O)cc1
→ -10%, -1.5%
COC(=O)CSc1nc2ccc(NC(C)=O)cc2s1
→ -11%, 4.2%
CC1=C(C(=O)Nc2ccc(Cl)cc2)C(c2ccc([N+](=O)[O-])cc2)NC(=O)N1 (configuration not stated)
→ 4%, 8.5%
COC(C(=O)NNC(=O)c1cccc(Cl)c1)c1ccccc1 (configuration not stated)
→ 1%, -2.4%
Cc1ccc(OCCOc2ccc(Cl)cc2/C=C2/SC(=S)N(C)C2=O)cc1
→ -5%, -4.4%
COc1cc(OC)c([N+](=O)[O-])cc1/C=C1\C=C(c2ccc(Br)cc2)OC1=O
→ 6%, -5.0%
Cc1nc2ccccc2c2oc(C(=O)NCc3ccc4c(c3)OCO4)cc12
→ -3%, 0.6%
Cc1cc(Cl)ccc1OCCCC(N)=O
→ -21%, -0.3%
O=C(/C=C/c1ccc(Cl)cc1)Nc1ccc(O)c(-c2nc3ccccc3o2)c1
→ 1%, -1.0%

Taken from the entries so far, three compounds:
Fields: Rat MKP-3 inhibitors, Hsp70 displacement
Cc1ccc(OCCOc2ccc(Cl)cc2/C=C2/SC(=S)N(C)C2=O)cc1
→ -5%, -4.4%
COc1cc(OC)c([N+](=O)[O-])cc1/C=C1\C=C(c2ccc(Br)cc2)OC1=O
→ 6%, -5.0%
Cc1nc2ccccc2c2oc(C(=O)NCc3ccc4c(c3)OCO4)cc12
→ -3%, 0.6%

Compound activity from PubChem.
